KDM5B inh – KDM5B demethylase inhibition | Q9UGL1 | Potency, µM (top dose mostly 57.7 µM), without a hit: at the top dose activity change, negative = inhibition, usual class: inhibitors | hit rate 2.6% among 220,000 | KDM5B demethylase, FDH-coupled NADH fluorescence (FDH is formaldehyde dehydrogenase); active = well fitted inhibition curve with a large enough effect; inconclusive = small, poorly fitted or top-dose-only effect; inactive = no such curve, though single readings can be large or run the other way; note: 0% is about no effect; nearly all actives have a fitted effect of over 70% in size
Target sequence (Q9UGL1 whole entry, looked up): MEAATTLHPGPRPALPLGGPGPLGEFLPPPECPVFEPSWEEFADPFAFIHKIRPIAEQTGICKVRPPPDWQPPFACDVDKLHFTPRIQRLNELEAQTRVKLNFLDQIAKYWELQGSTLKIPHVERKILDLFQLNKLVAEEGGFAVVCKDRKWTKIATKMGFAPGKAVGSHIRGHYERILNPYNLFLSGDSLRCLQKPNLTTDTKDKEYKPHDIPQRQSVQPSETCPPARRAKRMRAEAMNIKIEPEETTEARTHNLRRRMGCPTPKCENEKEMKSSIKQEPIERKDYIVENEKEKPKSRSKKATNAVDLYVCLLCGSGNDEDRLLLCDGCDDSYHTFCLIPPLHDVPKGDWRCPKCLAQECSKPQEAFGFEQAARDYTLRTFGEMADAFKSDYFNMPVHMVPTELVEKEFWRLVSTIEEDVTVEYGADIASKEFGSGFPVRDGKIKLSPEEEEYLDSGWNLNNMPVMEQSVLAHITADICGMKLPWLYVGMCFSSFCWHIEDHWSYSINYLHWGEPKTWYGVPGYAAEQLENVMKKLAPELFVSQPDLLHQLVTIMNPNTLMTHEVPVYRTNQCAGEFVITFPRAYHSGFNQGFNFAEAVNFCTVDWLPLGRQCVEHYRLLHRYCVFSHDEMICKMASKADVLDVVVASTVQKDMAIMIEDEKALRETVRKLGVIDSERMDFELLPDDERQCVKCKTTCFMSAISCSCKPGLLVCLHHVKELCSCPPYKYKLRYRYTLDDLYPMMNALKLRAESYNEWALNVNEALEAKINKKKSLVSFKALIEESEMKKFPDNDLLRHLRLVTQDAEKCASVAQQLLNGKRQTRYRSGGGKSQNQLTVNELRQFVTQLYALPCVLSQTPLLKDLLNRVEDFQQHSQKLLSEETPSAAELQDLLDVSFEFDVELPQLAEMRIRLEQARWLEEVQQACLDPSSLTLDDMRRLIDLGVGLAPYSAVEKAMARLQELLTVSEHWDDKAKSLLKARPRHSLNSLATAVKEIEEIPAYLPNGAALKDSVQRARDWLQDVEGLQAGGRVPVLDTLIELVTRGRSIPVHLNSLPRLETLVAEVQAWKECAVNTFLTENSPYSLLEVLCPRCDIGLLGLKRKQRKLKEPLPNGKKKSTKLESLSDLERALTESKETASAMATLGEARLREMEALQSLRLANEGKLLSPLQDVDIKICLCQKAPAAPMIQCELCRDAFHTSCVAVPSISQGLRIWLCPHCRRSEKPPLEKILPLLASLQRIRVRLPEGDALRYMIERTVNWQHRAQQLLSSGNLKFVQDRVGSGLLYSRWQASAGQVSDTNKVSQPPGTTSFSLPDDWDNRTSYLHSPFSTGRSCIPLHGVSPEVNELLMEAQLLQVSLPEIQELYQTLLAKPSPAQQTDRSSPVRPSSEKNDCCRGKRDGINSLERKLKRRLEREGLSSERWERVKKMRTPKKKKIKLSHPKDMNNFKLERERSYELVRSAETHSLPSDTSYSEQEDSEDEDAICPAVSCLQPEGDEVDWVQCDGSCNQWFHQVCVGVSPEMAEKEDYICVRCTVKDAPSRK
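Measured: NADH fluorescence change, 30 min, RT. System: KDM5BΔAP 200 nM final, H3K4me3 peptide, α-KG, Fe(II), ascorbate, NAD⁺ plus FDH, pH 7.5 HEPES. Compounds: titrated, 10 min pre-incubation with enzyme.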
An asterisk follows results filed as active; i = inactive; ? = inconclusive; [ ] = remark or other dose. Potency is the fitted concentration of half-maximal effect.

SMILES | KDM5B inh
COc1cccc(CN2CC(C(=O)NCc3n[nH]c(=O)[nH]3)CCC2=O)c1 (stereo not drawn) | 24%
CC(C)Oc1ccc(CNC(=O)c2noc(-c3ccccc3F)n2)cc1 | -28%
CN(C)c1ccc(C(=O)NCc2ccc3c(c2)CCN3C(=O)c2ccccc2)cc1 | ?
Cc1noc2c(N3CCN(Cc4ccccc4)CC3)cc(-c3cccnc3)nc12 | -8%[86.2 µM]
COc1cccc(CNC(=O)COc2ccc(NC(=O)C3CC3)cn2)c1 | 27%
O=C(NC1CC(=O)N(c2ccc(Cl)cc2)C1)c1ccc(S(=O)(=O)N2CCOCC2)cc1 (stereo not drawn) | -25%
CCC(C)(C(=O)NC1CCCCC1)N(Cc1cccs1)C(=O)CNC(=O)c1ccccc1 (stereo not drawn) | -6%
NNC(=O)c1ccc(COc2ccc([N+](=O)[O-])cc2)o1 | -1%
Cc1nn(C)c(C(=O)N[C@H]2CCOC[C@H]2C2CCOCC2)c1Cl | 18%
CCOC(=O)c1c(C)oc2nc(C)nc(NCC3CCN(Cc4ccc(F)cc4)CC3)c12 | -29%
Cc1nc2nc(C)c(CCC(=O)NCc3cccc(Cl)c3)c(C)n2n1 | 11%
CN(C)c1ccc(CN2CCNc3cc(-c4ccccc4)ncc3C2)cc1 | ?
O=C(C1CC1)N1CCC(c2nnc3n2C(C(=O)N2CCOCC2)CC3)CC1 (stereo not drawn) | 21%[115 µM]
O=C(OCC(=O)c1c[nH]c2ccccc12)c1cccs1 | -11%
COc1ccc(-c2ccnc3nc(-c4cccs4)nn23)cc1OC | ?
O=C(NCc1cccnc1)[C@@H]1C[C@@H](O)CN1C1CCN(C(=O)c2cccs2)CC1 | -20%
Cc1cnc(C(=O)NC2C[C@H]3CC[C@@H](C2)N3C(=O)c2nn(C)c3ccccc23)cn1 (stereo partly drawn) | 0%
O=C(NCCC1CCN(Cc2ccccc2)CC1)C1CCCN(c2ncnc3nc[nH]c23)C1 (stereo not drawn) | 10%
O=c1oc2c(CN3CCOCC3)c(O)ccc2cc1-c1ccc(Cl)cc1 | ?
CCOC(=O)c1c(C)[nH]c(C)c1S(=O)(=O)N1CCC(C(=O)Nc2ccc(OCC)cc2)CC1 | 6%
Cc1c(CC(=O)NC(C)C)c(=O)oc2cc3c(cc12)CCC(C)(C)O3 | ?
COC(=O)CNC(=O)N1CC2CC(C1)[C@H]1CCCC(=O)N1C2 (stereo partly drawn) | 11%
CCc1ccc(NC(=O)c2cnn3c2NC(C(=O)O)=CC3c2cc(OC)ccc2OC)cc1 (stereo not drawn) | 3%
Cc1ccc(C(=O)N2CCC(OC3CCN(C)CC3)CC2)s1 | 7%
O=C(CC1COCCN1C(=O)CCn1ccccc1=O)N1CCCCCC1 (stereo not drawn) | ?
O=c1cc(C(F)(F)F)[nH]c2c(OC(F)(F)F)cccc12 | ?
COc1ccc(S(=O)(=O)C(C#N)c2nc3ccccc3nc2N2CCN(C)CC2)cc1 (stereo not drawn) | -35%
Cc1cccc(C(=O)N2CCC(Oc3ccc(-c4noc(C(C)C)n4)cc3)C2)c1 (stereo not drawn) | -20%
CC(C)(CNC(=O)Nc1nccs1)N1CCc2ccccc2C1 | ?
CCc1cccc(NC(=O)Cn2c(=O)n(Cc3ccccc3)c(=O)c3c(C)c(C(=O)N(C)C)sc32)c1 | -15%
COC[C@@H]1CN(Cc2cccc(C#N)c2)C[C@H]1C(=O)N(C)C | 6%
CC1CC(C(C)(C)C(C)C)CC/C1=N\O (stereo not drawn) | -18%
Cn1nc(C(=O)Nc2ccc(Cl)c(Cl)c2)c2ccccc2c1=O | -13%
CCc1ccc(CNC(=O)c2nn(-c3ccc(CC)cc3)nc2CO)cc1 | 14%
COC(=O)c1ccc(C2C(c3ccc(OC)cc3)=C(O)C(=O)N2CCc2ccccc2)cc1 (stereo not drawn) | 21%
COc1ccc(NC(=O)Cn2c(=O)oc3cc(S(=O)(=O)N4CCC(C)CC4)ccc32)c(OC)c1 | -13%
COCCNC(=O)[C@@H]1C[C@@H](O)CN1C1CCN(C(=O)CCc2c[nH]c3ccccc23)CC1 | 6%
COC(=O)c1cnc(Oc2ccc(NC(=O)NC(=O)c3c(F)cccc3F)cc2)cc1C(F)(F)F | 19%
COc1ccc(C(=O)N2C[C@@H]3OCC(=O)N(Cc4cccnc4)[C@@H]3C2)cc1 | 22%[86.2 µM]
CC1(c2ccccc2)CC(C)(C)N(C(=O)c2ccccc2Cl)c2ccccc21 (stereo not drawn) | ?
C[S+](=O)([O-])c1ccc(-c2cnc3[nH]cc(CC(=O)N4CCOCC4)c3c2)cc1 | ?
O=C(C[C@@H]1CCNC[C@@H]1Cc1cc(CSc2ccccc2)on1)N1CCN(c2ccccc2)CC1 | -12%
COc1ccccc1N1CCN(C(=O)CCS(=O)(=O)c2cc(Br)cc3c2N(C(C)=O)CC3)CC1 | -6%
CCN1CCN(c2oc(-c3ccc(COc4ccc(C)cc4)o3)nc2C#N)CC1 | ?
CCNC(=O)N[C@H]1C[C@@H](Cc2cc(COc3ccccc3)on2)C1(C)C | -6%[86.2 µM]
Cc1ccccc1NC(=O)Cn1c(=O)n(CCCCCC(=O)NCc2ccc3c(c2)OCO3)c(=O)c2sccc21 | -17%
Cc1nc2cccnc2n1CC1CCCN(S(=O)(=O)c2ccc(F)cc2F)C1 (stereo not drawn) | 8%
COc1ccc(C(=O)Nc2nnc(S(=O)(=O)N(C)c3ccc(C)cc3)s2)cc1 | -17%
Cc1cc(C)c(S(=O)(=O)c2nnn3c2nc(NC2CCCC2)c2ccccc23)c(C)c1 | ?
CC(C)(C)SCC(=O)NCC1CCN(c2ccccc2)C1 (stereo not drawn) | -22%
COCC(=O)N(C1CCOCC1)C1CCN(S(=O)(=O)c2c(C)nn(C)c2C)CC1 | -5%
CC(C)OC(=O)N1CCC(Oc2ccc3c(cnn3CCC(=O)O)c2)CC1 | -13%[86.2 µM]
CCCN1C(CC(C)C)=NS(=O)(=O)c2cc(NC(=O)c3ccccc3Cl)ccc21 | ?
COC(=O)c1ccccc1NC(=O)c1ccc(COc2cc(C)cc(C)c2)o1 | -20%
CSc1ccc(CCNC(=O)c2cc3n(n2)CCCN(Cc2ccc(C)cc2)C3=O)cc1 | -4%
O=C(COc1ncnc2sccc12)Nc1cccc(S(=O)(=O)N2CCCC2)c1 | 0%
COc1ccc(C(=O)Sc2ccc(C)cc2)cc1 | 19%
CN(Cc1nccn1C)C(=O)c1csc2nc(-c3ccc(C(F)(F)F)cc3)cn12 | ?
CC(=O)c1cccc(NC(=O)Nc2cccc(Br)c2)c1 | 2%
CN(C)c1ncccc1CNC(=O)Cc1ccc(F)cc1 | 19%
(cont.)
SMILES | KDM5B inh
CC(=O)NCC(=O)N1C[C@@H](COc2cccnc2)[C@H](c2ccccn2)C1 | 8%
CCN(CC)CCNC(=O)C1CCN(C(=O)c2cnn(-c3ccccc3)c2-n2cccc2)CC1 | 13%
O=C(NCc1nnc2cc(-c3nc(C4CC4)no3)ccn12)C1CCCCC1 | 28µM*
CSc1ccc(CN(C)C(=O)CN2CCC(c3nc4ccccc4s3)CC2)cc1 | 2%
CC1=C[C@@H](CN2CCC(CO)CC2)[C@H](C(C)C)C[C@H]1Cc1nnc(-c2ccc([N+](=O)[O-])cc2)o1 | ?
COCCN(Cc1c(C)nn(C)c1C)C(=O)[C@H]1CC[C@@H](N)C1 | ?
COCCn1c(-c2ccc(Cl)cc2)n[nH]c1=S | 1%
O=C(COc1ccccc1)NC1CCCc2c1[nH]c1ccc(F)cc21 (stereo not drawn) | ?
Cc1ccc(N=Cc2ccc(N(C)C)cc2)c(C)c1 | -6%
CC1(C)CS(=O)(=O)N(c2ccc(S(=O)(=O)N3CCCc4ccccc43)cc2)C1=O | 5%
Cc1ccc(NC(=O)N2CCCC(Cn3cnc4cccnc43)C2)cc1Cl (stereo not drawn) | 1%
Brc1ccc(/C=N/Nc2nc3ccccc3o2)cc1 | ?
c1ccc(-c2nc(NCc3cc4n(n3)CCCNC4)c3ccccc3n2)cc1 | -22%
COc1ccc(-n2c(CCN)n[nH]c2=O)c(C)c1 | 44%[activator]
O=[N+]([O-])c1ccccc1S(=O)(=O)Nc1ccc(S(=O)(=O)Nc2nccs2)cc1 | -7%
CCCCN(Cc1cc2cc(OC)ccc2[nH]c1=O)S(C)(=O)=O | ?
O=C(c1cccnc1)N1CCC2(CC1)NCCc1c2[nH]c2ccccc12 | -20%
CCc1ccccc1N1CC(c2nc3ccccc3n2CCCCOc2ccccc2OC)CC1=O (stereo not drawn) | ?
CC(=O)Nc1ccc(C(=O)NC(CC(=O)O)c2ccc(C(C)(C)C)cc2)cc1 (stereo not drawn) | 11%
CCN(CC)Cc1cnc2c(C(=O)N3CCOC(C(F)(F)F)C3)cnn2c1 (stereo not drawn) | -21%
Cc1csc(NC(=O)c2nc3c(o2)CCN(CC2CC2)CC3)n1 | -24%[86.2 µM]
CCNC(=O)NC(=O)CN1CCCC(C)C1 (stereo not drawn) | -8%
Cc1ccc(NS(=O)(=O)c2cc(C)c(C(=O)O)s2)cc1C | 24%
COc1ccc(CN2CCN(C(C)C(=O)N3CCc4ccccc43)CC2)cc1OC (stereo not drawn) | -7%
Cc1nc(NC(=O)c2c(-c3ccccc3)c(-c3ccccc3)nn(C)c2=O)sc1C | -16%
COC(=O)C1=C(C)N(C(C)C)C(=O)C1(NC(=O)C1CC1)C(F)(F)F (stereo not drawn) | -1%
NC(=O)c1nc(Nc2ccccc2)sc1NC(=O)c1ccccc1Br | ?
CN(Cc1cccc(C#N)c1)C(=O)C1CCOCC1 | 12%
CCOc1ccc(NC(=O)CSc2cc(C)c3ccccc3n2)cc1 | -16%
COc1cccc(CNC(=O)Nc2cccc(-c3nnc(Cc4ccc5c(c4)OCO5)o3)c2)c1 | 8%
Cc1ccc(-c2nnc3sc(-c4cccc(F)c4)nn3c2=O)cc1 | 5%
c1ccc(-c2nc(CSc3ccc4c(c3)OCCO4)cs2)cc1 | 15%
O=C(NC1CC1)c1cc2cc3ccccc3nc2s1 | ?
CC(C)CCOc1ccc(/C(CCC/C(=N\O)c2ccc(OCCC(C)C)cc2)=N/O)cc1 | 17%
CC(C#N)OC(=O)c1ccc(-c2ccccc2Cl)o1 (stereo not drawn) | ?
Cc1cc2ccccc2n1CCNC(=O)c1ccc(F)cc1 | -24%
Cc1nn2c(c1-c1ccccc1C(C)C)N(Cc1ccc(C(=O)O)s1)CCC2 | -2%[86.2 µM]
O=S(=O)(NCc1nc2cccnc2n1Cc1ccc(F)cc1)c1ccc2c(c1)CCCC2 | -16%
CC(C)N1CCC(C(=O)N2CCCN(Cc3cccs3)CC2)CC1 | -13%
O=C(c1ccc(F)cc1)N(Cc1cccs1)c1ccc(F)cc1 | 9%
O=c1n(Cc2ccc(F)cc2)nc2n1-c1cc(Cl)ccc1OC2 | 18%
O=C(Nc1cccc(F)c1)Nc1c(NC2CCCCC2)c2ccccc2oc1=O | 20%
Cc1ccc(CC(=O)N(C)CC(=O)N(CC(C)C)c2c(N)n(CC(C)C)c(=O)[nH]c2=O)cc1C | -10%
Cc1ccc(C)c(N=Cc2ccc([N+](=O)[O-])cc2)c1 | ?
COc1ccc(C(=O)NCCn2ccn3nc(-c4ccc(C)c(C)c4)cc3c2=O)cc1F | ?
CCC(C)C(=O)NCc1cccc(COC)c1 (stereo not drawn) | -7%
Cc1ccc(NC(=O)c2ccc(COc3ccccc3Cl)o2)cc1 | i
Fc1ccc(-c2noc(CSc3nc4ccccc4o3)n2)cc1 | 23%
CCc1ccc(CN(C(=O)c2ccco2)C2CCS(=O)(=O)C2)cc1 (stereo not drawn) | 2%
CC(C(=O)NC(C)(C)C)N1CCC(C(=O)NCc2ccco2)CC1 (stereo not drawn) | 7%
O=C(NC1CCN(Cc2ccccc2)CC1)c1nnn2c1COC(c1ccc(F)cc1)C2 (stereo not drawn) | -23%
O=C(CN1C(=O)NC2(CCCCC2)C1=O)Nc1ccc2c(c1)OCO2 | -5%
CN(C)c1ccc(C(=O)Nc2ccc(-c3nc4ccccc4o3)cc2)cc1 | ?
COc1cc(OC)cc(C(=O)NCc2n[nH]c(=O)c3ccccc23)c1 | -1%
Cc1ccc(F)cc1S(=O)(=O)N1C[C@@H](F)C[C@H]1C(=O)N1CCc2ccccc2C1 | -19%

Compounds shown so far that contain an NH in an aromatic ring (14):
SMILES | KDM5B inh
COc1cccc(CN2CC(C(=O)NCc3n[nH]c(=O)[nH]3)CCC2=O)c1 (stereo not drawn) | 24%
O=C(OCC(=O)c1c[nH]c2ccccc12)c1cccs1 | -11%
O=C(NCCC1CCN(Cc2ccccc2)CC1)C1CCCN(c2ncnc3nc[nH]c23)C1 (stereo not drawn) | 10%
CCOC(=O)c1c(C)[nH]c(C)c1S(=O)(=O)N1CCC(C(=O)Nc2ccc(OCC)cc2)CC1 | 6%
O=c1cc(C(F)(F)F)[nH]c2c(OC(F)(F)F)cccc12 | ?
COCCNC(=O)[C@@H]1C[C@@H](O)CN1C1CCN(C(=O)CCc2c[nH]c3ccccc23)CC1 | 6%
C[S+](=O)([O-])c1ccc(-c2cnc3[nH]cc(CC(=O)N4CCOCC4)c3c2)cc1 | ?
COCCn1c(-c2ccc(Cl)cc2)n[nH]c1=S | 1%
O=C(COc1ccccc1)NC1CCCc2c1[nH]c1ccc(F)cc21 (stereo not drawn) | ?
COc1ccc(-n2c(CCN)n[nH]c2=O)c(C)c1 | 44%[activator]
CCCCN(Cc1cc2cc(OC)ccc2[nH]c1=O)S(C)(=O)=O | ?
O=C(c1cccnc1)N1CCC2(CC1)NCCc1c2[nH]c2ccccc12 | -20%
Cc1ccc(CC(=O)N(C)CC(=O)N(CC(C)C)c2c(N)n(CC(C)C)c(=O)[nH]c2=O)cc1C | -10%
COc1cc(OC)cc(C(=O)NCc2n[nH]c(=O)c3ccccc23)c1 | -1%

An excerpt from above in order of their number in KDM5B inh, lowest first.
SMILES	KDM5B inh
Cc1ccc(F)cc1S(=O)(=O)N1C[C@@H](F)C[C@H]1C(=O)N1CCc2ccccc2C1	-19%
CCC(C)C(=O)NCc1cccc(COC)c1 (stereo not drawn)	-7%
COc1cc(OC)cc(C(=O)NCc2n[nH]c(=O)c3ccccc23)c1	-1%

Only part of the results is shown; count on the stated rates, not on these rows.
